IDE inh = inhibitors of human insulin-degrading enzyme in cells; P14735; HEK cells, FAbetaB cleavage, fluorescence polarization; inhibition, % at 5.59 µM; 320,000 compounds, 0.41% hits; AID 434962;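 active means percent inhibition above the average of all tested compounds plus 3 SD, set per screening campaign, cut at about 16% in these data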;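 further: IDE supplied by intact live HEK cells; FP after avidin binding of uncleaved biotin substrate so inhibition keeps polarization high; 0% = DMSO wells and 100% = 60 µM reference IDE inhibitor Ii1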
CRFBP-R2 agonist = agonists of human CRF-binding protein/CRF-R2 receptor complex | HEK293 CRF-R2/CRF-BP, calcium dye fluorescence (FLIPR); percent of saturating CRF peptide response | activation, % at 13.2 µM | 350,000 compounds, 0.46% hits;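 active means activation of at least 50%, plus an integration ratio under a set limit after plate pattern correction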;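 further: plate controls were neutral control wells without compound for no effect and CRF at EC100 for full effect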
M5 PAM = CHRM5 positive allosteric modulation; P08912; AID 624038; 360,000 compounds, 0.3% hits; CHO-K1 hM5, Fluo-8 calcium, ACh EC20 PAM; 0% = ACh EC20, 100% = ACh EC100; activation, % at 3 µM;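 active means activation above the run cutoff, the mean activation of all test compounds plus 3 SD, cut at about 18% in these data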
Target sequence (P08912 whole entry, looked up): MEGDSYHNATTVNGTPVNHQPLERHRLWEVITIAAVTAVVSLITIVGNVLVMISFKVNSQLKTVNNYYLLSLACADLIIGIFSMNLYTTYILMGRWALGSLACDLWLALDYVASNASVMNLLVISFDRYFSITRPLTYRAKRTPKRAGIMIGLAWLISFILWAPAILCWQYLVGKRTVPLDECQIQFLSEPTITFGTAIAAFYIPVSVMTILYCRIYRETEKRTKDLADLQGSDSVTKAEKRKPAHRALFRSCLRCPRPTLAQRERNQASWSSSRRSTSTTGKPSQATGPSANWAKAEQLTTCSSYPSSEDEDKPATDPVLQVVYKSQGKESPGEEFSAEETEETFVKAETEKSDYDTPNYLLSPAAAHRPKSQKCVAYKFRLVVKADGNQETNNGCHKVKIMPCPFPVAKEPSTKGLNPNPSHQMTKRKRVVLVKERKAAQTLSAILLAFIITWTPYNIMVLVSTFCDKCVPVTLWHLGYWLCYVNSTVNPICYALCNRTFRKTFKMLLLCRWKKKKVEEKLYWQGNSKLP
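System: CHO-K1 hM5 cells. Reagent: acetylcholine, EC20 level. Compound dosing: single dose, 3 µM nominal final test concentration. Timing: Post-acetylcholine fluorescence recording 140 s. Detection: Fluo-8 calcium fluorescence. Read-out: % activation, ACh-normalized. Benchmarks: ACh EC20 and EC100 wells. Repeats: singlicate, one well per test compound.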
CHRM5 agonist = agonists of human muscarinic M5 receptor (CHRM5); P08912; CHO-K1 hM5 cells, Fluo-8 calcium fluorescence; 0% DMSO wells, 100% maximal acetylcholine response; activation, % at 3 µM; 360,000 compounds, 0.19% hits;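 active means activation above the run's mean over test compounds plus 3 SD, cut at about 23% in these data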;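 further: signal is peak over basal fluorescence ratio across the kinetic read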
M4 ag = CHRM4 agonism in calcium assay; P08173; CHO-K1 hM4/Gqi5, Fluo-8 calcium fluorescence; vehicle 0%, full acetylcholine response 100%; activation, % at 3 µM; 360,000 compounds, 0.14% hits; AID 624127;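 active means activation above the run mean over all test wells plus 3 SD, cut at about 32% in these data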;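 further: peak over basal fluorescence ratio per well then scaled between controls; 0% = DMSO wells and 100% = acetylcholine at EC100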
Target sequence (P08173 whole entry, looked up): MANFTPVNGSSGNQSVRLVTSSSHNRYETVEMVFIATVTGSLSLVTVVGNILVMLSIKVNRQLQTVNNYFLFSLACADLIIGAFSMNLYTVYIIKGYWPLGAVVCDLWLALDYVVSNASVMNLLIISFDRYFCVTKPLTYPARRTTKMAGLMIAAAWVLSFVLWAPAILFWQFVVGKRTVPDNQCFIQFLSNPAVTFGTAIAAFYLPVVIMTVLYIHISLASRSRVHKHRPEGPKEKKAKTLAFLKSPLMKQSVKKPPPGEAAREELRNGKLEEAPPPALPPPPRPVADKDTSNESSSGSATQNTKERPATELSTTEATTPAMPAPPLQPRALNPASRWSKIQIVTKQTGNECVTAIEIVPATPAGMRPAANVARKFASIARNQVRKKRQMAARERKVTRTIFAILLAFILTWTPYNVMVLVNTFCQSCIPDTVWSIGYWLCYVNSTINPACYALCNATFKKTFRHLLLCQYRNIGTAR
M4 PAM = CHRM4 positive allosteric modulation. P08173. CHO-K1 hM4/Gqi5, Fluo-8 calcium fluorescence, ACh EC20; 0% = ACh EC20, 100% = maximal ACh. activation, % at 3 µM. 360,000 compounds, 0.4% hits. AID 624126;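 active means activation above its plate's cutoff, the mean activation of sample wells plus 3 SD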; further: some results filed as inactive read as strong as hits
CRFR2-BP antag = antagonists of CRF-binding protein/CRF-R2 receptor complex | 350,000 compounds, 0.59% hits | inhibition, % at 11.8 µM | HEK293 CRF-R2/CRF-BP, CRF-induced calcium fluorescence | AID 588475;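 active means inhibition of the ligand-induced calcium signal above about 50% at the single tested concentration, limit read from the data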
CHRM5 antagonist = CHRM5 antagonism in calcium assay; P08912; CHO-hM5 cells, Fluo-8 calcium fluorescence, ACh EC80; inhibition, % at 3 µM; 360,000 compounds, 0.59% hits; AID 624040;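 active means inhibition above a per-plate cutoff, the mean of that plate's test compounds plus 3 SD, cut at about 27% in these data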;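 further: 0% = acetylcholine EC80 with DMSO and 100% = DMSO without agonist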
CHRM4 antagonist = blocks acetylcholine activation of human M4 receptor; P08173; CHO-hM4 cells, ACh EC80, Fluo-8 calcium fluorescence; inhibition, % at 3 µM; 360,000 compounds, 0.73% hits; AID 624125;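 active means inhibition above its plate's cutoff, the mean inhibition of sample wells plus 3 SD, cut at about 27% in these data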;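 further: 0% = acetylcholine EC80 with DMSO and 100% = DMSO without agonist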
* marks the source's active call; other numbers are inactive results.

For COc1ccc2c(-c3ccccc3)cc(SCC(=O)NC3CCS(=O)(=O)C3)nc2c1 (stereo not given) the results were IDE inh 8, CRFBP-R2 agonist 0.6, M5 PAM -3, CHRM5 agonist -1, M4 ag 2, M4 PAM -5, CRFR2-BP antag -4, CHRM5 antagonist -5 and CHRM4 antagonist 1.
For O=C(NCC1CCCO1)c1ccccc1OCc1ccc(Cl)cc1 (stereo not given) the results were IDE inh 5, CRFBP-R2 agonist -2.1, M5 PAM -4, CHRM5 agonist 1, M4 ag 5, M4 PAM -4, CRFR2-BP antag -4, CHRM5 antagonist 6 and CHRM4 antagonist 3.
Screening C=CCn1c(CCNC(=O)c2ccccc2F)nnc1SCC(=O)Nc1ccc(OC)cc1 returned IDE inh 5, CRFBP-R2 agonist -1.2, M5 PAM -5, CHRM5 agonist 0, M4 ag 7, M4 PAM -14, CRFR2-BP antag -22, CHRM5 antagonist 7 and CHRM4 antagonist 0.
`O=C(NCc1ccccc1F)C1CCCN1C(=O)Nc1cccc(F)c1` (stereo not given) gave IDE inh 2, CRFBP-R2 agonist -1.0, M5 PAM 0, CHRM5 agonist -1, M4 ag 1, M4 PAM 2, CRFR2-BP antag -1, CHRM5 antagonist 15 and CHRM4 antagonist 2.
Cc1ccc(C(c2nnnn2C2CCCCC2)N(C)C2CCCCC2)cc1 (stereo not given) was read as IDE inh -1, CRFBP-R2 agonist 0.6, M5 PAM -4, CHRM5 agonist 3, M4 ag 0, M4 PAM 7, CRFR2-BP antag -25, CHRM5 antagonist 7 and CHRM4 antagonist -7.
Screening CCOC(=O)C1CCN(c2ccc([N+](=O)[O-])c(C(C)=O)c2)CC1 returned IDE inh -2, CRFBP-R2 agonist -1.6, M5 PAM 5, CHRM5 agonist 11, M4 ag 10, M4 PAM 19, CRFR2-BP antag -11, CHRM5 antagonist -14 and CHRM4 antagonist -6.
Screening C[C@H](CO)N1C[C@H](C)[C@@H](CN(C)Cc2ccc(-c3ccccc3)cc2)Oc2c(NS(=O)(=O)c3cccs3)cccc2C1=O returned IDE inh 7, CRFBP-R2 agonist -0.9, M5 PAM -4, CHRM5 agonist 3, M4 ag 10, M4 PAM -1, CRFR2-BP antag -3, CHRM5 antagonist 6 and CHRM4 antagonist -4.
Screening CC(=O)Nc1ccc(-c2csc(NC(=O)CCNC(=O)c3ccco3)n2)cc1 returned IDE inh 0, CRFBP-R2 agonist -2.5, M5 PAM -7, CHRM5 agonist 0, M4 ag 1, M4 PAM -5, CRFR2-BP antag 4, CHRM5 antagonist 23 and CHRM4 antagonist 7.
For O=C(Nc1ccc([N+](=O)[O-])cc1)c1cccc(S(=O)(=O)Nc2ccccn2)c1 the results were IDE inh 1, CRFBP-R2 agonist 0.9, M5 PAM 0, CHRM5 agonist -4, M4 ag 2, M4 PAM 10, CRFR2-BP antag -8, CHRM5 antagonist 1 and CHRM4 antagonist -15.
NC(=O)NC(=O)CSc1nc(-c2ccccc2)c(-c2ccccc2)n1CC1CCCO1 (stereo not given) was read as IDE inh 4, CRFBP-R2 agonist -0.3, M5 PAM -3, CHRM5 agonist -3, M4 ag 0, M4 PAM -4, CRFR2-BP antag 30, CHRM5 antagonist 2 and CHRM4 antagonist 7.
`CN(C)S(=O)(=O)Nc1cccc(NC(=O)CC23CC4CC(CC(C4)C2)C3)c1` gave IDE inh 11, CRFBP-R2 agonist 0.1, M5 PAM -3, CHRM5 agonist 1, M4 ag 6, M4 PAM -8, CRFR2-BP antag -12, CHRM5 antagonist 2 and CHRM4 antagonist 0.
Screening O=C(O)Cc1c(C(=O)O)[nH]c2ccc(C(=O)O)cc12 returned IDE inh 3, CRFBP-R2 agonist -0.6, M5 PAM 3, CHRM5 agonist -1, M4 ag 1, M4 PAM 2, CRFR2-BP antag 3, CHRM5 antagonist -1 and CHRM4 antagonist 13.
`Cc1ccc(OCc2cc(C(=O)N(C)CC3CCOCC3)no2)cc1C` gave IDE inh 6, CRFBP-R2 agonist -0.1, M5 PAM 1, CHRM5 agonist 0, M4 ag 7, M4 PAM 0, CRFR2-BP antag -13, CHRM5 antagonist -12 and CHRM4 antagonist 3.
For Cc1cccc(N2C(=O)CSC2c2cccnc2)c1 (stereo not given) the results were IDE inh -1, CRFBP-R2 agonist 0.7, M5 PAM 4, CHRM5 agonist 1, M4 ag 0, M4 PAM -2, CRFR2-BP antag -9, CHRM5 antagonist -4 and CHRM4 antagonist -5.
For COc1cccc(OC)c1C(=O)NN1CCCCC1 the results were IDE inh 0, CRFBP-R2 agonist 0.3, M5 PAM 9, CHRM5 agonist 0, M4 ag 4, M4 PAM 8, CRFR2-BP antag 4, CHRM5 antagonist -6 and CHRM4 antagonist 0.
For COC(=O)c1cc(OC)c(OC)cc1NC(=O)Cn1nnc(-c2ccccc2Cl)n1 the results were IDE inh 3, CRFBP-R2 agonist 1.7, M5 PAM 3, CHRM5 agonist 3, M4 ag 0, M4 PAM -2, CRFR2-BP antag 10, CHRM5 antagonist 1 and CHRM4 antagonist 4.
`O=C(Nc1cc(F)ccc1F)C1CCCN1S(=O)(=O)c1cccc2nsnc12` (stereo not given) gave IDE inh 4, CRFBP-R2 agonist -1.0, M5 PAM 3, CHRM5 agonist -1, M4 ag 3, M4 PAM -2, CRFR2-BP antag 1, CHRM5 antagonist -5 and CHRM4 antagonist -4.
Screening COc1cccc(OC)c1-c1nn2c(-c3ccco3)nnc2s1 returned IDE inh 1, CRFBP-R2 agonist 0.4, M5 PAM -7, CHRM5 agonist -2, M4 ag 3, M4 PAM 8, CRFR2-BP antag -28, CHRM5 antagonist 5 and CHRM4 antagonist -6.
O=C(CCc1ccccc1)NCCCNC(=O)CCc1ccccc1 was read as IDE inh 3, CRFBP-R2 agonist -0.5, M5 PAM 4, CHRM5 agonist 0, M4 ag 0, M4 PAM 2, CRFR2-BP antag -3, CHRM5 antagonist 4 and CHRM4 antagonist 0.
For CC(C)(C)NC(=O)CSc1nc(N)c(NC(=O)c2ccccc2F)c(=O)[nH]1 the results were IDE inh -1, CRFBP-R2 agonist 1.6, M5 PAM -2, CHRM5 agonist -2, M4 ag 1, M4 PAM 0, CRFR2-BP antag 9, CHRM5 antagonist -4 and CHRM4 antagonist 3.

Three entries drawn at random from those above, as already listed:
`O=C(Nc1cc(F)ccc1F)C1CCCN1S(=O)(=O)c1cccc2nsnc12` (stereo not given) gave IDE inh 4, CRFBP-R2 agonist -1.0, M5 PAM 3, CHRM5 agonist -1, M4 ag 3, M4 PAM -2, CRFR2-BP antag 1, CHRM5 antagonist -5 and CHRM4 antagonist -4.
For COc1ccc2c(-c3ccccc3)cc(SCC(=O)NC3CCS(=O)(=O)C3)nc2c1 (stereo not given) the results were IDE inh 8, CRFBP-R2 agonist 0.6, M5 PAM -3, CHRM5 agonist -1, M4 ag 2, M4 PAM -5, CRFR2-BP antag -4, CHRM5 antagonist -5 and CHRM4 antagonist 1.
O=C(CCc1ccccc1)NCCCNC(=O)CCc1ccccc1 was read as IDE inh 3, CRFBP-R2 agonist -0.5, M5 PAM 4, CHRM5 agonist 0, M4 ag 0, M4 PAM 2, CRFR2-BP antag -3, CHRM5 antagonist 4 and CHRM4 antagonist 0.

The results go on.
Screening CC(C)(C)C(=O)Nc1ccccc1C(=O)OCC(=O)c1ccc2c(c1)OCCO2 returned IDE inh 10, CRFBP-R2 agonist -1.8, M5 PAM -4, CHRM5 agonist 0, M4 ag 0, M4 PAM -1, CRFR2-BP antag 6, CHRM5 antagonist 4 and CHRM4 antagonist 4.
For O=[N+]([O-])c1ccc(S(=O)(=O)NN=C2CCCCC2)cc1 the results were CRFBP-R2 agonist -3.1, M5 PAM 13, CHRM5 agonist 8, M4 ag 2, M4 PAM 15, CRFR2-BP antag -12, CHRM5 antagonist -2 and CHRM4 antagonist 2.
For COc1ccc(/C=N/NC(=S)NC2CCS(=O)(=O)C2)cc1OC (stereo not given) the results were IDE inh -3, CRFBP-R2 agonist -1.1, M5 PAM -7, CHRM5 agonist 1, M4 ag 1, M4 PAM 2, CRFR2-BP antag 7, CHRM5 antagonist 7 and CHRM4 antagonist -7.
`CC(C)NC(=O)CCCc1c[nH]c2ccccc12` gave IDE inh 2, CRFBP-R2 agonist -1.5, M5 PAM 0, CHRM5 agonist 3, M4 ag 1, M4 PAM -2, CRFR2-BP antag 22, CHRM5 antagonist 3 and CHRM4 antagonist 2.
`Cc1ccc(F)cc1NC(=O)N1CCNC(=O)C1CC(=O)Nc1cc(Cl)ccc1Cl` (stereo not given) gave IDE inh 1, CRFBP-R2 agonist 2.5, M5 PAM -2, CHRM5 agonist -1, M4 ag 3, M4 PAM 4, CRFR2-BP antag -33, CHRM5 antagonist -1 and CHRM4 antagonist -1.
Screening CCOC(=O)Cn1c(=O)c(-c2ccccc2NCc2ccccc2)nc2ccccc21 returned IDE inh 5, CRFBP-R2 agonist 1.5, M5 PAM -2, CHRM5 agonist -3, M4 ag 0, M4 PAM 15, CRFR2-BP antag 10, CHRM5 antagonist -3 and CHRM4 antagonist -25.
For O=C(Cn1cc2c(n1)CCCC2)NCc1ccccn1 the results were IDE inh 5, CRFBP-R2 agonist -0.4, M5 PAM 1, CHRM5 agonist 1, M4 ag 1, M4 PAM 6, CRFR2-BP antag 17, CHRM5 antagonist 0 and CHRM4 antagonist -5.
Screening COc1ccccc1CNC(=O)c1ccccc1N returned IDE inh -2, CRFBP-R2 agonist -2.0, M5 PAM -6, CHRM5 agonist 1, M4 ag 0, M4 PAM -2, CRFR2-BP antag 11, CHRM5 antagonist 3 and CHRM4 antagonist 14.
Screening COc1ccc(CNC[C@H]2O[C@@H](n3cnc4c(N)ncnc43)[C@H](O)[C@@H]2O)cc1OC returned IDE inh -2, CRFBP-R2 agonist 0.8, M5 PAM -1, CHRM5 agonist 0, M4 ag 2, M4 PAM 15, CRFR2-BP antag 6, CHRM5 antagonist -14 and CHRM4 antagonist -27.
Screening CCC(c1ccccc1)c1nc(-c2ccccn2)no1 (stereo not given) returned IDE inh -3, CRFBP-R2 agonist -2.0, M5 PAM -5, CHRM5 agonist -2, M4 ag 0, M4 PAM 0, CRFR2-BP antag -13, CHRM5 antagonist 6 and CHRM4 antagonist -2.
Screening CN(C(=O)CSc1nc2ccccc2c(=O)n1C)C1CCS(=O)(=O)C1 (stereo not given) returned IDE inh 9, CRFBP-R2 agonist -1.3, M5 PAM 1, CHRM5 agonist 1, M4 ag 2, M4 PAM 2, CRFR2-BP antag 3, CHRM5 antagonist 11 and CHRM4 antagonist -1.
For CCCCOc1ccc(C(=O)N/C(=C/C=C/c2ccccc2)C(=O)O)cc1 the results were IDE inh -3, CRFBP-R2 agonist 1.0, M5 PAM -5, CHRM5 agonist -3, M4 ag 0, M4 PAM -6, CRFR2-BP antag -6, CHRM5 antagonist 12 and CHRM4 antagonist 10.
For O=C(COc1ccc(Cl)cc1)N1CCN(C(=O)c2ccccc2F)CC1 the results were IDE inh 2, CRFBP-R2 agonist 0.1, M5 PAM 7, CHRM5 agonist -1, M4 ag 2, M4 PAM 2, CRFR2-BP antag -9, CHRM5 antagonist -1 and CHRM4 antagonist -5.
